# Pf apPOL block = Pf-apPOL DNA polymerase inhibition. Recombinant Pf-apPOL, molecular beacon fluorescence, 1.5 h. inhibition, % at 10 µM. 210,000 tested, 0.25% active. AID 1794808
# mHTT CaM bind = disrupts binding of mutant huntingtin to calmodulin; AlphaScreen His-mHTT/GST-CaM binding, luminescence; inhibition, % at 15 µM; 190,000 tested, 3.6% active; AID 1671202;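 also: 0% = both proteins with DMSO and 100% = one protein alone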
# Numbers without * were called inactive; nt = no result given. Rule as the data show it: active = inhibition above about 50%; inactive = the rest.
# Results follow in this order: Pf apPOL block, mHTT CaM bind
1) CCn1ccc(C(=O)N2CCCC3(C2)Nc2ccccc2NC3=NCc2ccccc2)n1 (centres undefined)
 : -6, 16
2) CC1=C(C#N)C(c2ccc(-c3ccc(Cl)cc3[N+](=O)[O-])o2)C(C#N)=C(C)N1
 : -5, nt
3) O=C(Nc1ccc(Cl)cc1F)c1cc(S(=O)(=O)N2CCCc3ccccc32)ccc1F
 : -4, -10
4) CN(C)S(=O)(=O)N1CCc2c(nc3cc(-c4ccccc4)[nH]n3c2=O)C1
 : -1, 1
5) CCCN1CCN(C(=O)C2c3cc(OC)c(OC)cc3C(=O)N(C)C2c2ccccc2F)CC1 (centres undefined)
 : -6, 5
6) O=C(Nc1ccc(F)cc1)c1coc(CN2CCN(c3cccc(Cl)c3)CC2)n1
 : -5, 13
7) COc1ccc(NC(=O)c2ccc([N+](=O)[O-])cc2)cc1OC
 : -2, 2
8) CCCC1=NN2C(=N)/C(=C/c3ccc(-c4cccc(C(=O)O)c4)o3)C(=O)N=C2S1
 : 4, 6
9) Cc1nc(C)c(-c2n[nH]c(=S)n2C)s1
 : 13, nt
10) Cc1cccc(NC(=O)Cn2c(=O)n(-c3ccc(F)cc3)c(=O)c3sccc32)c1
 : 2, -3
11) CC(C)C[C@@H]1COc2cc(N3CCC[C@H]3CO)ccc2S(=O)(=O)N1
 : -4, 9
12) O=C(c1cccs1)N1CCCn2cc(-c3ccc4c(c3)OCO4)nc21
 : -4, 24
13) Clc1ccc(OCCCN2CCOCC2)cc1
 : -2, 1
14) Cc1ccc(-n2ncc3c(=O)[nH]c(SCC(=O)NC4CCCCC4)nc32)cc1C
 : -19, -7
15) CCc1noc(C2(NC(=O)c3ccc(C(F)(F)F)cc3)CCCCC2)n1
 : 0, -10
16) CCCC(CCC)C(=O)Oc1cc(C)[nH]c(=O)c1[N+](=O)[O-]
 : -10, 87*
17) Cc1noc(-c2ccc(OC(F)(F)F)cc2)c1C(=O)NC(C)c1ccccc1 (centres undefined)
 : 1, -5
18) COc1ccccc1NC(=O)C(=O)NN1CCN(C)CC1
 : -9, -13
19) CCC(=O)N1CCc2c(c(-c3nc(-c4ccccc4)no3)nn2C)C1
 : -3, 2
20) O=C(NCc1ccco1)O[C@H]1CC[C@@]23CCCN2C(=O)CCC[C@H]3C1
 : -2, 1
21) O=C(c1ccco1)N1CCCC(OCc2nc(C3CC3)no2)C1 (centres undefined)
 : -2, -8
22) COc1ccccc1NC(=O)COc1ccccc1C(C)C
 : -1, -67
23) COC(=O)c1ccc(CN2CCN(c3cccc(C)c3)C(=O)C2C)cc1 (centres undefined)
 : -2, -1
24) O=C1CCCC2=C1C(c1ccc(Br)cc1)n1nc(-c3ccco3)nc1N2 (centres undefined)
 : 1, 84*
25) NC(=O)c1ccc(NC(=O)c2ccc(F)cc2)cc1
 : -6, -7
26) CC(C)CN1CCC(=O)N(CCSc2ccc(Br)cc2)CC1
 : -4, 6
27) CN(CC(=O)Nc1ccc(Br)cc1)S(=O)(=O)c1ccc(Br)s1
 : 6, -1
28) N#Cc1ccc(-c2ccncc2)nc1SCc1ccncc1
 : nt, -6
29) COC(=O)C(CCSC)NC(=O)C(CC(C)C)NC(=O)c1cccnc1SC (centres undefined)
 : 1, nt
30) Cc1cc(C)n(C2CC(=O)N(c3ccccc3)C2=O)n1 (centres undefined)
 : -8, 3

# Reformatted: 27 of the compounds above.
4	CN(C)S(=O)(=O)N1CCc2c(nc3cc(-c4ccccc4)[nH]n3c2=O)C1
5	CCCN1CCN(C(=O)C2c3cc(OC)c(OC)cc3C(=O)N(C)C2c2ccccc2F)CC1 (centres undefined)
6	O=C(Nc1ccc(F)cc1)c1coc(CN2CCN(c3cccc(Cl)c3)CC2)n1
7	COc1ccc(NC(=O)c2ccc([N+](=O)[O-])cc2)cc1OC
8	CCCC1=NN2C(=N)/C(=C/c3ccc(-c4cccc(C(=O)O)c4)o3)C(=O)N=C2S1
9	Cc1nc(C)c(-c2n[nH]c(=S)n2C)s1
10	Cc1cccc(NC(=O)Cn2c(=O)n(-c3ccc(F)cc3)c(=O)c3sccc32)c1
11	CC(C)C[C@@H]1COc2cc(N3CCC[C@H]3CO)ccc2S(=O)(=O)N1
12	O=C(c1cccs1)N1CCCn2cc(-c3ccc4c(c3)OCO4)nc21
13	Clc1ccc(OCCCN2CCOCC2)cc1
Compound	4	5	6	7	8	9	10	11	12	13
Pf apPOL block	-1	-6	-5	-2	4	13	2	-4	-4	-2
mHTT CaM bind	1	5	13	2	6	nt	-3	9	24	1

14	Cc1ccc(-n2ncc3c(=O)[nH]c(SCC(=O)NC4CCCCC4)nc32)cc1C
15	CCc1noc(C2(NC(=O)c3ccc(C(F)(F)F)cc3)CCCCC2)n1
16	CCCC(CCC)C(=O)Oc1cc(C)[nH]c(=O)c1[N+](=O)[O-]
17	Cc1noc(-c2ccc(OC(F)(F)F)cc2)c1C(=O)NC(C)c1ccccc1 (centres undefined)
18	COc1ccccc1NC(=O)C(=O)NN1CCN(C)CC1
19	CCC(=O)N1CCc2c(c(-c3nc(-c4ccccc4)no3)nn2C)C1
20	O=C(NCc1ccco1)O[C@H]1CC[C@@]23CCCN2C(=O)CCC[C@H]3C1
21	O=C(c1ccco1)N1CCCC(OCc2nc(C3CC3)no2)C1 (centres undefined)
22	COc1ccccc1NC(=O)COc1ccccc1C(C)C
23	COC(=O)c1ccc(CN2CCN(c3cccc(C)c3)C(=O)C2C)cc1 (centres undefined)
Compound	14	15	16	17	18	19	20	21	22	23
Pf apPOL block	-19	0	-10	1	-9	-3	-2	-2	-1	-2
mHTT CaM bind	-7	-10	87*	-5	-13	2	1	-8	-67	-1

24	O=C1CCCC2=C1C(c1ccc(Br)cc1)n1nc(-c3ccco3)nc1N2 (centres undefined)
25	NC(=O)c1ccc(NC(=O)c2ccc(F)cc2)cc1
26	CC(C)CN1CCC(=O)N(CCSc2ccc(Br)cc2)CC1
27	CN(CC(=O)Nc1ccc(Br)cc1)S(=O)(=O)c1ccc(Br)s1
28	N#Cc1ccc(-c2ccncc2)nc1SCc1ccncc1
29	COC(=O)C(CCSC)NC(=O)C(CC(C)C)NC(=O)c1cccnc1SC (centres undefined)
30	Cc1cc(C)n(C2CC(=O)N(c3ccccc3)C2=O)n1 (centres undefined)
Compound	24	25	26	27	28	29	30
Pf apPOL block	1	-6	-4	6	nt	1	-8
mHTT CaM bind	84*	-7	6	-1	-6	nt	3

# Next part
# Results follow in this order: Pf apPOL block, mHTT CaM bind
31) COc1ccccc1C(=O)N1CCC(n2c(=O)oc3cccc(C)c32)CC1
 : 0, 2
32) N#Cc1ccccc1NC(=O)C(=O)NCCc1ccc(S(N)(=O)=O)cc1
 : -2, 16
33) Cc1noc(CNC(=O)C2CCN(C(=O)Cc3ccccc3Cl)CC2)n1
 : -5, -10
34) NC(=O)N1CCc2ccccc21
 : -1, 8
35) O=Cc1ccccc1OCc1cccc(F)c1
 : -6, -25
36) Cc1ccc(OCC(O)CN2CCC(C(N)=O)CC2)c([N+](=O)[O-])c1 (centres undefined)
 : -2, nt
37) O=C(Nc1cc(Cl)cc(Cl)c1)c1cnn2c(C(F)(F)F)cc(-c3ccco3)nc12
 : 0, 5
38) Clc1ccc(CSCCc2ccncc2)cc1
 : 2, -11
39) O=S1(=O)c2ccc(N3CCC[C@H]3CO)cc2OCCCN1C1CC1
 : 0, -14
40) O=C(Cc1ccc(F)cc1)NCCN1CCOCC1
 : 5, -2
41) CCc1ccc(NC(=O)C2CCCN(c3nccnc3Oc3ccc(C)cc3)C2)cc1 (centres undefined)
 : -6, -7
42) CCN1CCN(C(=O)c2ccc(CN3CCN(c4ccc(C)c(C)c4)CC3)o2)CC1
 : 0, 2
43) CC1SC(c2ccc(Br)cc2)N(c2ccccc2)C1=O (centres undefined)
 : -5, -9
44) O=C(NC1CC1)C1=CSCCO1
 : 1, 0
45) CCOc1ccc(S(=O)(=O)NC(C)C)c2cccnc12
 : -4, -1
46) Cc1cc(C)cc(S(=O)(=O)N2CCC(n3cnc4c(C)cccc4c3=O)CC2)c1
 : 0, -12
47) CCCCNC(=O)c1nnn(-c2ccc(C)cc2)c1-c1cccnc1
 : 0, -6
48) COc1cc(-c2c(NC(=O)C(C)C)oc3c(C)cccc3c2=O)cc(OC)c1OC
 : -15, -4
49) CCOc1cc(C=O)cc(I)c1OCc1ccc([N+](=O)[O-])cc1
 : 12, -3
50) O=C(Nc1ccc2c(c1)OCCO2)c1ccccc1Cl
 : 0, -4
51) O=C(c1ccc([N+](=O)[O-])cc1)N1CCN(c2ccc(Cl)cc2)CC1
 : 0, 5
52) COc1ccc(NC(=O)CN(c2ccc(Cl)cc2)S(=O)(=O)c2ccccc2)cc1OC
 : -6, 76*
53) COc1ccc(NC2CC(=O)N(c3cccc(OC)c3)C2=O)cc1 (centres undefined)
 : -8, 5
54) Nc1cc(=O)[nH]c(=O)n1-c1ccc(OC(F)(F)F)cc1
 : -11, -3
55) CCCC(=O)Nc1ccc(-c2nc3ccccc3s2)cc1
 : -2, 0
56) CCc1ccccc1NC(=O)c1cn2c(n1)CCCC2
 : -5, -5
57) Cc1ccc(C)c(CNS(=O)(=O)c2cc3n(c2)CCCNC3=O)c1
 : 3, -3
58) CC(=O)Nc1ccccc1NC(=O)COc1ccc(C)c(C)c1
 : -2, 0
59) Cc1ccc(C(=O)N2CCCC2)c(C2CCN(C(=O)c3ccc(F)cc3F)CC2)n1
 : 0, 4
60) Cc1noc(-c2nn(C)c3c2CN(C(=O)c2ccccc2F)CC3)n1
 : -2, -8
61) O=c1nc(N2CCOCC2)ccn1-c1nc(-c2ccccc2)oc1-c1ccccc1
 : -3, 22
62) Cc1cc(N2CCOCC2)nc2ccc(NC(=O)/C=C/c3cccnc3)cc12
 : 1, 21
63) CS(=O)(=O)N(Cc1ccc(C(=O)N2CCN(c3ccccc3F)CC2)cc1)c1ccccc1
 : 2, 0
64) CC(=O)N(Cc1cc(-c2cc(C)ccc2C)on1)C(C)C
 : -6, 1
65) FC(F)(F)c1cc(-c2ccccc2)nc(NCc2cccnc2)n1
 : -5, 7
66) Cc1cc(OCC(O)CN)ccc1Cl (centres undefined)
 : -4, -4
67) FC(F)(F)c1cccc(-c2noc(C3CN(Cc4ccccc4Cl)C3)n2)c1
 : -6, -5
68) Cc1ccc(C)n1-c1ccc(C(=O)ON2C(=O)CCC2=O)cc1
 : 82*, nt
69) Cn1cccc1C(CNC(=O)C(=O)Nc1ccon1)N1CCc2ccccc2C1 (centres undefined)
 : -9, 16
70) O=C(CCC1CCN(c2cc(NC3CC3)ncn2)CC1)NCc1cc(F)cc(F)c1
 : -2, 6
71) CC(C)Cn1c(CNS(=O)(=O)c2ccccc2F)nc2cccnc21
 : -3, 2
72) COc1ccc(-n2cc(C(=O)N3CCCC3)nn2)cc1
 : -2, -6
73) Cc1nc(C)c(Cc2ccccc2)c(N2CCN(C(=O)c3ccc(F)cc3)CC2)n1
 : -2, 8
74) O=C(NCCN1CCCCC1)C1CCCN(c2nnc3ccc(C(F)(F)F)cn23)C1 (centres undefined)
 : 0, -4
75) CC(=O)Nc1ccccc1-c1ccccc1NC(C)=O
 : -3, -3
76) COc1ccc(-c2c(C)oc3c(CN4CCN(C)CC4)c(O)ccc3c2=O)cc1
 : -7, 2
77) CC1CCN(C(=O)C2CC(c3ccc(F)cc3)=NO2)CC1 (centres undefined)
 : -4, 4
78) CC(C#N)(Nc1ccccc1)c1cccnc1 (centres undefined)
 : -9, nt
79) O=C1OC(c2ccc(Br)o2)=N/C1=C/c1ccc([N+](=O)[O-])cc1
 : -4, -2
80) COc1ccc(C2C(C(N)=O)=C(C)Nc3nc(SCc4ccccc4F)nn32)cc1OC (centres undefined)
 : 0, 7
81) COc1ccc(CNC(=O)C2(c3ccc(NS(C)(=O)=O)cc3)CCCCC2)cc1
 : -2, -3
82) COc1cc2c(cc1/C=C1\NC(=O)N(Cc3ccc(F)cc3)C1=O)OCO2
 : -9, -4
83) CCOc1ccc(N2CC(C(=O)NC3CC4CCC3C4)CC2=O)cc1 (centres undefined)
 : -3, -3
84) Cc1ccc(Oc2ccc3c(c2)C(=O)N(CC(=O)O)C3=O)cc1C
 : -2, 2
85) Cc1ccc2[nH]c(=O)c(-c3nc(-c4ccccc4Cl)no3)c(O)c2c1
 : -1, 1
86) CC1C(=O)N(c2cccc(F)c2)CCN1C(=O)c1ccccc1Cl (centres undefined)
 : -5, -7
87) CCOc1ccc(-n2c(SCC(=O)c3ccccc3)nc3c(c2=O)SCC3)cc1
 : -6, -9
88) COC(=O)c1ccc(N2CCN(C(C)C)CC2)c(NC(=O)c2ccccc2C)c1
 : 0, -5
89) Brc1ccc2c(c1)OCCOCCOc1ccc(Br)cc1OCCO2
 : 2, -12
90) O=C(Cc1cc(-c2cc3ccccc3o2)on1)NCc1cccs1
 : -4, -4

# Additional records.
# Results follow in this order: Pf apPOL block, mHTT CaM bind
91) O=C(CC1(O)C(=O)Nc2ccccc21)c1ccc(NC(=O)C2CCCCC2)cc1 (centres undefined)
 : 4, 10
92) Cc1ccc2oc(-c3cc4c(cc3Br)OCO4)nc2c1
 : 2, -22
93) COc1ccc(C(=Cc2ccc(Cl)cc2)C(=O)O)cc1OC
 : -4, nt
94) Cc1ccc(NC(=O)N2CCCC(CC(=O)N3CCN(c4cccc(C)c4)CC3)C2)cc1 (centres undefined)
 : -4, 18
95) Cc1oc(C(=O)NCc2ccccc2Cl)cc1S(=O)(=O)N1CCOCC1
 : 4, -11
96) CCN1CCN(C(=O)C2CCN(c3nccc(C)n3)CC2)CC1
 : 1, -4
